Source: PubChem (The Scripps Research Institute Molecular Screening Center)
Tn7 DDE FP = DD(E)-Tn7 binding inhibition, primary FP screen | inhibition, % at 8.3 µM | P02675 | actives 0.13% (n = 370,000) | FP displacement of FITC-Tn7 peptide from fibrin DD(E); 0% = median of compound wells per plate;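 active = inhibition above the mean of compounds falling within the control limits plus 3 SD of them, cut at about 14% in these data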;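 note: 0% = plate median of compound wells and 100% = 10 µM Aha-Tn7 peptide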
Target sequence (P02675 whole entry, looked up): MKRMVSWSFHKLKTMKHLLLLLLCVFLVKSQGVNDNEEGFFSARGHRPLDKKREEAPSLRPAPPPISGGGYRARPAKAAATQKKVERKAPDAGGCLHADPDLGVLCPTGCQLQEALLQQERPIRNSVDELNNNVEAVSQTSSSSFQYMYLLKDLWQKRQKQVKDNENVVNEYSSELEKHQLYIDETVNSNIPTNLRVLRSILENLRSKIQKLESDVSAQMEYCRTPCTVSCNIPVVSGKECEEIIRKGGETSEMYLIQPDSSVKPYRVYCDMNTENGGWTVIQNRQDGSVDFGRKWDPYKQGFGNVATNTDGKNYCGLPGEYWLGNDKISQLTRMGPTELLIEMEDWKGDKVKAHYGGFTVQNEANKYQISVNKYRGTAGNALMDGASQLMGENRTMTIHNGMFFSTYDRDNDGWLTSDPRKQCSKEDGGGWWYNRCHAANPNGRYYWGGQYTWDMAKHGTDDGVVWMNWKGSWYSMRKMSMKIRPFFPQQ
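Test system: human clot-derived fibrin DD(E) complex / Quantity: 2 µM final DD(E) protein / Incubation: 10 min plus 3 h, room temperature / Measured by: fluorescence polarization / Benchmarks: high control of 10 µM Aha-Tn7 peptide / Replicates: singlicate testing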
PG9 Ab binder = binds the HIV-1 gp120 antibody PG9. TR-FRET gp120-PG9 antibody binding. inhibition, % at 6.7 µM. actives 0.43% (n = 360,000); in the data active = inhibition above about 8.5%
HTRA1 inhibitor = inhibitors of human serine peptidase HTRA1. actives 0.5% (n = 340,000). Q92743. recombinant HTRA1, FP-rhodamine activity-based probe, fluorescence polarization. inhibition, % at 5.96 µM; in the data active = inhibition above about 36%;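 note: 0% = enzyme with DMSO and 100% = wells lacking enzyme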
Target sequence (Q92743 whole entry, looked up): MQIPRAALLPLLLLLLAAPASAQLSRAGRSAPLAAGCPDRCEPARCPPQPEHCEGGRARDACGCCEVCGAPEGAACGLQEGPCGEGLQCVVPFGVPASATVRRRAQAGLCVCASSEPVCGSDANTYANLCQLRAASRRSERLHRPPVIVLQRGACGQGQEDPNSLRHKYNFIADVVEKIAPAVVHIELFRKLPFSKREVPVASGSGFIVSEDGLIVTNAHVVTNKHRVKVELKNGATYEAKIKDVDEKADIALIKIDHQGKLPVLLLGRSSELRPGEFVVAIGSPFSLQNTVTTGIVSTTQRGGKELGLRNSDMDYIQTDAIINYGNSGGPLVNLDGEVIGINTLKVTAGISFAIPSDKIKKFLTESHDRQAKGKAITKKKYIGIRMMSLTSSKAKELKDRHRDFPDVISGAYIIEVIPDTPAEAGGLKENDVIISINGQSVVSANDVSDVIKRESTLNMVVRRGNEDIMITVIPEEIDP
UHRF1 binding = human UHRF1 methylated DNA binding inhibitors; actives 0.75% (n = 370,000); Q96T88; UHRF1 binding to methylated oligo, TR-FRET; inhibition, % at 4.4 µM; in the data active = inhibition above about 21%;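 note: UHRF1 SRA domain binding a hemimethylated CpG hairpin DNA probe; 0% = median of test compound wells and 100% = reference inhibitor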
TDP2 inh = blocks human TDP2 phosphodiesterase activity; O95551; recombinant TDP2, T5PNP hydrolysis, p-nitrophenol absorbance 415 nm; inhibition, % at 12.8 µM; actives 0.34% (n = 370,000); AID 720702;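 active = inhibition above the mean of all tested compounds plus 3 SD, set per campaign, cut at about 25% in these data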;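 note: 0% = DMSO with enzyme and 100% = buffer with substrate but no TDP2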
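Test system: Human TDP2 enzyme | Reagent: 5 mM T5PNP | Compound dosing: 12.8 µM single point, 1% DMSO | Incubation: Enzyme reaction with compound for 2 h at 37 °C | Technique: p-Nitrophenol epi absorbance | Read-out: % inhibition relative to enzyme-containing and enzyme-free wells | Benchmarks: High control without enzyme, low control DMSO plus TDP2 | Replicates: Singlicate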
PRMT1 FP inh = blocks human protein arginine methyltransferase 1 | AID 652257 | inhibition, % at 2.79 µM | actives 1.3% (n = 370,000) | Q99873 | recombinant PRMT1, activity-based probe fluorescence polarization;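 active = inhibition above about 21% made by adding two undisclosed values, limit read from the data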
LEDGF integ inh = blocks HIV-1 LEDGF/p75-dependent DNA integration; TR-FRET IN-LEDGF/p75 DNA integration, Eu/Cy5; inhibition, % at 3.7 µM; actives 0.64% (n = 370,000); AID 743269;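 active = inhibition above the screen-wide mean plus 3 SD, cut at about 13% in these data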;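 note: signal is the Cy5 over europium emission ratio at 671 and 618 nm; 0% = plate median of compound wells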
mABHD4 FP = inhibitors of mouse ABHD4; inhibition, % at 8.92 µM; purified mABHD4, FP-Rh probe fluorescence polarization; actives 0.54% (n = 370,000); Q8VD66;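 active = inhibition exceeding the mean over every tested compound plus 3 SD, cut at about 30% in these data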;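 note: 0% = plate median of compound wells and 100% = S159A mutant with DMSO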
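system = mouse ABHD4 enzyme, wild type | medium = HEPES pH 7.0, NaCl, Pluronic buffer | also added = FP-Rh probe | incubation = Enzyme–compound pre-incubation 45 min, then probe 60 min, both 25 °C | technique = fluorescence polarization, excitation 525 nm, emission 598 nm, BODIPY TMR filters | controls = S159A mutant high control, sample median low control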
TCR CD3 inh = inhibitors of human TCR-CD3 interaction | TAMRA-labeled TCR probe fluorescence, biochemical | inhibition, % at 9.4 µM | actives 0.37% (n = 360,000) | AID 651800; in the data active = inhibition above about 19%;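 note: recombinant mutant TCR 2C K166C tagged with TAMRA read by polarization; 0% = receptor in buffer alone and 100% = receptor with positive control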
SIAE inh = inhibitors of human sialic acid acetylesterase SIAE | Q9HAT2 | SIAE FP-Rh probe binding, fluorescence polarization | inhibition, % at 9.66 µM | actives 0.69% (n = 370,000) | AID 1053197;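 active = inhibition above a cutoff: mean of compounds within the control limits plus 3 SD of those, cut at about 17% in these data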;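 note: 0% = plate median of compound wells and 100% = probe without SIAE protein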
Numbers without * were called inactive; / = no result given.

SMILES	Tn7 DDE FP	PG9 Ab binder	HTRA1 inhibitor	UHRF1 binding	TDP2 inh	PRMT1 FP inh	LEDGF integ inh	mABHD4 FP	TCR CD3 inh	SIAE inh
O=S(=O)(NC1CCC(NS(=O)(=O)c2c(F)cccc2F)CC1)c1ccc2c(c1)OCCO2 (configuration not stated)	5.3	1.5	-17.1	-1.6	-0.3	-1.4	0.7	-1.5	2.2	0.3
CC(=O)Nc1cccc(/C(C)=N/Nc2nc3ccccc3s2)c1	-6.5	-1.2	-11.3	-0.5	-7.0	-0.4	3.2	11.6	3.4	1.9
COc1ccccc1/C=C/C=N/NC(=O)Cc1cccn1C	-4.7	1.0	-12.6	-7.4	8.1	-3.6	4.0	5.7	-6.3	6.4
COc1cc([N+](=O)[O-])ccc1NC(=O)Cn1ccsc1=N	4.7	2.6	7.8	-6.0	-12.7	5.9	4.5	-2.6	-1.2	-8.3
Cc1ccc(Cn2c(CCNc3nc(-c4ccc(Cl)c([N+](=O)[O-])c4)cs3)nc3cc(C(=O)NCCCO)ccc32)cc1	0.6	0.5	-16.9	8.3	-5.0	5.9	2.8	3.8	4.8	3.3
COC(=O)C1=C(C)NC(=O)/C1=C\c1cc(C)n(-c2cccc(C)c2)c1C	2.0	-1.8	51.9*	-6.9	-3.3	6.3	5.5	21.8	3.0	5.0
COc1ccc(/C=C/C(=O)Nc2ccc(-c3nnc4n3CCCCC4)cc2)c(OC)c1	-4.2	-0.2	-21.4	0.1	5.7	-2.4	0.5	-12.4	1.9	-6.4
Cc1ccc(NC(=O)C(=O)Nc2ccccn2)cc1	-1.5	-1.9	-2.9	-3.3	1.3	-3.2	0.7	-0.5	1.9	-4.6
NC(Cc1ccccc1)c1csc(Nc2ccc(C(F)(F)F)cn2)n1 (configuration not stated)	10.3	1.6	/	-0.6	3.8	-2.5	10.2	12.7	-4.9	-1.4
NC(=O)COc1ccc(C2c3c(oc4ccccc4c3=O)C(=O)N2CC2CCCO2)cc1 (configuration not stated)	-4.9	-4.1	-4.7	0.9	-9.6	-2.6	2.9	4.4	4.5	0.0
COc1ccc(C(=O)NC(=S)Nc2ccc3oc(=O)ccc3c2)cc1	-2.7	-2.1	10.2	-6.0	-12.4	-2.5	0.8	1.4	4.1	1.2
O=C(Nc1ccccc1Cl)c1ccc(=O)[nH]n1	-1.5	-4.4	-1.4	-2.4	0.0	-1.5	8.5	2.7	-2.5	12.0
CCC(Oc1ccccc1)C(=O)Nc1ccccc1C(=O)N1CCN(C)CC1 (configuration not stated)	5.5	0.4	-0.5	3.1	-0.9	-0.3	-1.7	-1.1	3.5	4.1
Cc1coc2cc3oc(=O)c(CCC(=O)NCCN4CCOCC4)c(C)c3cc12	5.9	-0.6	-1.4	-3.8	-14.9	-4.5	2.1	2.3	7.7	1.4
CC(=O)NNc1ncnc2c1cnn2-c1ccccc1	-8.5	0.3	10.4	-0.5	-3.0	0.4	4.2	-2.1	1.8	2.2
CC(C)c1nc2sc3c(=O)[nH]cnc3c2c2c1CCCC2	-3.8	0.0	3.6	0.3	3.5	-4.1	-1.0	-3.5	7.8	-7.1
O=C(C1CCCN(Cc2ccccc2)C1)N1CCc2ccccc2C1 (configuration not stated)	9.9	0.8	-5.1	-0.9	6.8	-1.3	1.8	8.0	3.0	6.5
CCCCc1nc2cc(C(=O)NCc3ccccn3)ccc2o1	0.1	-1.7	1.9	1.0	8.2	-7.4	4.1	4.5	14.5	5.5
O=C(CNC(=O)C(c1ccccc1)c1ccccc1)N/N=C\c1ccc2c(c1)OCO2	3.0	0.3	-3.4	1.1	-0.7	0.8	-2.5	8.9	4.3	-8.7
COc1cc(C(=O)Nc2cc(C)cc(C)c2)c(-n2cnnn2)cc1OC	1.7	0.4	4.0	3.0	2.9	4.8	0.1	2.6	3.0	-10.6
CCc1nc2ccc(C(=O)Nc3ccc(OC)c(OC)c3)cn2c1N(C)CCC(C)C	1.6	3.1	/	-0.5	-7.5	1.4	-0.6	3.4	6.3	3.9
Cn1c(=O)c2c(ncn2CC(=O)OCC(=O)Nc2ccc(Cl)cc2)n(C)c1=O	-9.9	0.5	0.2	-0.9	0.9	1.3	0.5	3.6	-1.3	-1.9
CC(=O)N1CCCc2cc(S(=O)(=O)Nc3ccc4c(c3)OCO4)ccc21	0.6	0.1	17.6	-2.9	1.5	-1.8	0.1	3.4	1.8	-7.7
O=C(c1ccncc1)N1CCN(S(=O)(=O)c2cccc([N+](=O)[O-])c2)CC1	7.0	1.6	2.7	4.7	-14.5	2.5	-1.0	1.6	-9.5	-0.4
Clc1ccc2nc(CSc3nncn3-c3ccccc3)cn2c1	2.0	1.0	-5.1	4.2	-7.8	1.9	-0.3	-4.5	-1.7	-4.1
Cc1ccc(SCc2c(C(=O)N/N=C/c3cccs3)nnn2-c2nonc2N)cc1	-1.6	0.6	4.5	1.0	5.5	2.2	-0.5	-16.2	-2.6	0.0
Cc1nc(CN2CCCCC2)cc(=O)[nH]1	2.9	-0.8	-0.1	-1.5	-5.0	-3.6	0.6	0.3	1.3	-0.2
CNC(=O)COC(=O)c1cc(-c2ccc(OC)cc2)nc2ccccc12	-1.3	1.9	-11.2	-5.5	2.4	-0.4	-0.1	-9.1	-1.0	-8.4
CC(C)(C)n1ncc2c(=O)n(CC(=O)N3CCCc4ccccc43)cnc21	-8.8	-0.8	0.0	-0.9	1.6	-0.3	0.3	-1.7	1.2	-1.1
CC(C)c1ccc(NS(=O)(=O)c2ccc(Cl)nc2)cc1	3.3	0.2	-7.0	5.0	-3.6	2.5	1.7	-0.8	-3.5	4.5

Part of the list above, bar-delimited:
SMILES | Tn7 DDE FP | PG9 Ab binder | HTRA1 inhibitor | UHRF1 binding | TDP2 inh | PRMT1 FP inh | LEDGF integ inh | mABHD4 FP | TCR CD3 inh | SIAE inh
COc1cc(C(=O)Nc2cc(C)cc(C)c2)c(-n2cnnn2)cc1OC | 1.7 | 0.4 | 4.0 | 3.0 | 2.9 | 4.8 | 0.1 | 2.6 | 3.0 | -10.6
CCc1nc2ccc(C(=O)Nc3ccc(OC)c(OC)c3)cn2c1N(C)CCC(C)C | 1.6 | 3.1 | / | -0.5 | -7.5 | 1.4 | -0.6 | 3.4 | 6.3 | 3.9
Cn1c(=O)c2c(ncn2CC(=O)OCC(=O)Nc2ccc(Cl)cc2)n(C)c1=O | -9.9 | 0.5 | 0.2 | -0.9 | 0.9 | 1.3 | 0.5 | 3.6 | -1.3 | -1.9
CC(=O)N1CCCc2cc(S(=O)(=O)Nc3ccc4c(c3)OCO4)ccc21 | 0.6 | 0.1 | 17.6 | -2.9 | 1.5 | -1.8 | 0.1 | 3.4 | 1.8 | -7.7

Next part
SMILES	Tn7 DDE FP	PG9 Ab binder	HTRA1 inhibitor	UHRF1 binding	TDP2 inh	PRMT1 FP inh	LEDGF integ inh	mABHD4 FP	TCR CD3 inh	SIAE inh
CCOC(=O)CNS(=O)(=O)c1cc(-c2nnc(Nc3ccc4c(c3)OCO4)c3ccccc23)ccc1C	-3.5	-1.3	-10.6	-0.5	0.4	-1.4	-0.9	16.1	-2.3	6.8
CCN1C(=O)[C@H]2[C@@H](c3ccc(C(F)(F)F)cc3)N[C@]3(CCCN(Cc4ccc(Cl)cc4)C3=O)[C@H]2C1=O	1.4	-1.6	-5.4	2.2	7.7	4.3	-5.6	1.5	-7.3	3.8
Cc1ncc(CN2CCCC(C(=O)Nc3ccc(-n4ccnc4C)cc3)C2)cn1 (configuration not stated)	4.2	-3.8	7.1	0.3	11.0	-2.6	-0.2	-1.9	4.0	3.8
CCCCOc1ccc(NC(=O)CCSc2nccn2C)cc1	5.9	2.1	-3.2	2.1	-8.2	1.2	-3.7	-2.6	5.1	6.2
COc1cccc(C(=O)NC2CC3CCCC(C2)N3CC(=O)Nc2ccc(N(C)C)cc2)c1 (configuration not stated)	-0.5	-4.5	7.3	-1.0	-7.3	-1.4	-0.2	4.4	3.6	0.1
O=C(Nc1ccc(N2CCOCC2)cc1)C1=NN(c2ccccc2)C(=O)CC1	3.8	-0.8	5.2	-1.6	12.8	0.4	0.2	6.6	2.2	11.7
CC(=C\C(=O)O)/C(=C/c1ccc(C)o1)C(=O)O	-2.7	0.0	6.4	4.5	7.7	14.5	4.9	-0.4	2.8	0.0
O=C(NC1CC1)C1CCN(C2CCN(C(=O)Cc3ccc4c(c3)OCO4)CC2)CC1	-0.7	-0.8	6.4	2.6	-17.2	-1.2	-0.8	-3.6	-4.4	2.3
COc1cccc(CN(C)Cc2cc(=O)oc3cc(O)c(Cl)cc23)c1	-2.6	0.5	-1.6	4.7	0.0	5.5	-0.2	24.1	-2.8	-14.9
O=C(Nc1ccc2c(c1)OCO2)c1ccc(Br)s1	11.5	1.5	-8.3	-6.0	0.5	0.5	-1.5	2.0	5.0	2.3
Cc1cc(C)cc(N(C(=O)C(F)(F)F)C(C(=O)NC2CCCCC2)c2cccs2)c1 (configuration not stated)	-3.8	-0.6	-6.2	-2.0	12.4	-0.9	2.9	-6.4	0.2	4.2
COc1cc(CC(=O)OCC(=O)NC2CCCC2)cc(OC)c1OC	-3.9	0.0	7.8	0.9	8.3	-1.6	-3.7	6.4	-3.0	1.0
CCc1cc(=O)oc2c(C)c(OC(C)C(=O)N3CCC[C@@H]3C(=O)O)ccc12 (some centres not stated)	-1.0	-1.4	-5.5	3.7	-5.0	7.2	-0.9	-7.8	-8.9	-5.9
Cn1cnc(S(=O)(=O)Nc2cc(C(F)(F)F)ccc2N2CCOCC2)c1	1.0	-1.4	3.3	4.0	-5.5	-3.2	3.3	-0.2	1.7	5.1
CCCCN1CN(S(=O)(=O)c2ccc(OC)cc2)c2nc3ccccc3nc21	-6.0	-1.5	-8.3	8.2	8.3	2.5	-0.3	-3.5	6.2	5.2
O=C(CCc1ccccc1)Nc1ccc(S(=O)(=O)Nc2nccs2)cc1	4.5	-0.6	-0.5	2.1	5.5	3.6	-1.6	-0.3	-1.9	0.4
O=[n+]1c2c(n([O-])c3cc(F)ccc31)CCCC2	-3.8	-0.9	10.6	-3.4	-6.1	9.3	2.0	4.1	6.3	4.2
Cc1onc(-c2c(F)cccc2Cl)c1C(=O)c1ccccc1O	1.2	-0.5	7.9	2.2	8.9	0.2	-1.4	-1.4	2.7	-0.1
O=C(CN1CCOCC1)c1c[nH]c2ccccc12	-4.6	0.1	-4.3	0.3	2.5	-2.3	1.2	1.4	-5.9	15.2
CCN(Cc1ccncc1)C(=O)c1cc(Br)cc(Br)c1O	-2.4	-1.1	7.3	-1.9	-1.4	-5.0	3.1	-2.7	3.9	6.5
CCCNC(=O)CN1C(=O)c2ccccc2Sc2ncccc21	-2.5	-2.2	3.8	-0.1	-10.4	-3.7	2.4	-1.0	2.8	0.2
COc1ccc(/C=N/NC(=O)CNC(=O)c2ccc(S(=O)(=O)N3CCCC3)cc2)c(OC)c1	8.8	-2.1	-2.6	3.4	7.1	1.0	-0.4	4.3	2.2	-5.8
